Shn3 inh set2 – reduces Shn3 3'UTR luciferase signal in osteoblasts; Clone20 osteoblast Shn3 3'UTR firefly luciferase, 24 h; inhibition, % at 12.5 µM; 360,000 compounds, 0.52% hits; AID 588674;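 active = mean inhibition of at least 75% with every replicate also reaching 75%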;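 also: 0% = median of neutral control wells and 100% = pilot-screen positive control compound; some compounds past the cut are filed as inactive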
hiPSC survival – enhancers of human iPSC single-cell survival | hiPSC single-cell survival, ATPlite luminescence; 100% = ROCK inhibitor wells, 0% = DMSO | survival enhancement, % at 20 µM | 360,000 compounds, 0.044% hits | AID 602274; in the data active = survival enhancement above about 18%;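 also: cells exposed to compounds for 16 hours before the ATP read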
LMP1 NFkB inh – Epstein-Barr LMP1 NF-kappaB reporter inhibition; inhibition, % at 12.5 µM; LMP1-induced NF-kappaB luciferase reporter cells, luminescence; 350,000 compounds, 0.69% hits; in the data active = inhibition above about 41%;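 also: 0% = neutral control wells and 100% = reference inhibitor control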
TRAIL sens C8 – caspase-8 TRAIL sensitization; AID 624354; 360,000 compounds, 1% hits; NB7+C8 cells + TRAIL, ATPlite viability luminescence; inhibition (viability loss, TRAIL sensitization), % at 10 µM;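 active = compounds causing at least 50% loss of cell viability in the single-dose screen, relative to plate controls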
NR2E3 ag-1 – activates human NR2E3 receptor; inhibition of corepressor binding, % at 3.98 µM; CHO-S Gal4-NCOR/VP16-NR2E3 two-hybrid, luciferase; Q9Y5X4; AID 602229; 360,000 compounds, 0.35% hits;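 active = inhibition above the mean of all tested compounds plus 3 SD, cut at about 70% in these data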;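 also: 0% = DMSO with NR2E3 transfected cells and 100% = cells lacking NR2E3 construct; higher means lower luciferase signal from less NR2E3 corepressor binding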
Target sequence (Q9Y5X4 whole entry, looked up, the tested form may be a part): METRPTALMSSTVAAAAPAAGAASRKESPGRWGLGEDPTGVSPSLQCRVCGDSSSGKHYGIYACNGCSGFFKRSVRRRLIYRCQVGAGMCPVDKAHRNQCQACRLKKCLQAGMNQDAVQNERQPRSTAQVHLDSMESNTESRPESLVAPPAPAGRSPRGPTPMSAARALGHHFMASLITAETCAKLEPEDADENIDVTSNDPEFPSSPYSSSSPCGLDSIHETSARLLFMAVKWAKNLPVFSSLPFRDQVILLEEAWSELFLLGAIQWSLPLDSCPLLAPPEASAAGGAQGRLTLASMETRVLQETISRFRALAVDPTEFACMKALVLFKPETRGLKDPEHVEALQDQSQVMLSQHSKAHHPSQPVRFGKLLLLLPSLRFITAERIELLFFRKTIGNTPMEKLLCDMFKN
Peg3 promoter – Peg3 promoter activity inhibition; HeLa PEG-Prom luciferase reporter, luminescence, overnight; inhibition, % at 20 µM; 360,000 compounds, 1.7% hits; AID 588405;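 active = inhibition of at least 50% at 20 µM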
NR2E3 ag-2 – agonists of human nuclear receptor NR2E3 | inhibition of corepressor binding, % at 4.78 µM | AID 2300 | Q9Y5X4 | 320,000 compounds, 0.12% hits | GST-NR2E3/biotin-RetCOR TR-FRET, 1536-well;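 active = percent inhibition above the cutoff of mean plus 3 SD of all tested compounds, set per screening campaign, cut at about 20% in these data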;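 also: 0% = DMSO wells and 100% = biotin wells as full block of FRET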
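Assay system: NR2E3–RetCOR corepressor complex. Quantity: 1.35 nM GST-NR2E3. Buffer or medium: pH 7.5 Tris-based buffer. Reagent: biotinylated RetCOR corepressor at 7 nM final. Schedule: 5 h at 4 °C. Detection: TR-FRET, emission read at 617 and 671 nm. Replicates: one well per compound, singlicate testing.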
KKLEB cytotox – CF airway cell cytotoxicity counter-screen; KKLEB CF airway cells viability, ATPlite luminescence, overnight; stronger effect = lower value; cells stimulated with P. aeruginosa culture filtrate; activity change (cytotoxicity), % at 5 µM; 360,000 compounds, 0.36% hits;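 active = corrected activity change at or below -50% at 5 µM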
HIF-2a inh – blocks HIF-2a reporter activity | 360,000 compounds, 0.72% hits | inhibition, % at 18.8 µM | 786-0 RCC cells HIF-2a reporter, luciferase luminescence, overnight;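 active = inhibition of the luminescence signal of 40% or more relative to plate controls, in a single-dose primary screen at 18.75 µM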
CF NFkB block – inhibitors of cystic fibrosis induced NF-kB | KKLEB NF-kB-GFP reporter, PAF-induced, GFP fluorescence overnight | inhibition, % at 5 µM | 360,000 compounds, 0.86% hits;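 active = at least 50% inhibition at 5 µM, scaled per plate between neutral and stimulator controls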;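 also: PAF is a Pseudomonas aeruginosa culture filtrate used as stimulus; plate controls were PAF-stimulated DMSO wells for no effect and unstimulated DMSO wells for full effect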
TRPM1 prom inh – inhibitors of MITF-driven TRPM1 promoter in melanoma cells | 330,000 compounds, 0.83% hits | SK-MEL-5 TRPM1 promoter luciferase, 24 h | inhibition, % at 12.5 µM;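 active = mean inhibition across replicates of 60% or more, whatever share of single replicates reaches that level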; also: values of inactives mirror those of a sister screen read the other way
Active calls of the source: *. The list is partial, so the mix of outcomes need not match the whole.

How did O=C(COc1ccc(Cl)cc1Cl)NC(=S)Nc1ccc(CN2CCOCC2)cc1 do in these assays?
Shn3 inh set2: -16; hiPSC survival: -0.3; TRAIL sens C8: 5; NR2E3 ag-1: 9; Peg3 promoter: 8; NR2E3 ag-2: -3; KKLEB cytotox: 0; HIF-2a inh: 5; CF NFkB block: -3

Results for c1ccc(CCNCCOc2ccccc2)cc1 ?
Shn3 inh set2: 1; hiPSC survival: -0.6; LMP1 NFkB inh: 0; TRAIL sens C8: 8; NR2E3 ag-1: -5; Peg3 promoter: 1; NR2E3 ag-2: 3; KKLEB cytotox: 6; HIF-2a inh: 21; CF NFkB block: 1; TRPM1 prom inh: 9

What do the screens show for `CCC1=CC(c2ccccc2)n2ncnc2N1` (stereo unspecified)?
Shn3 inh set2: -8; hiPSC survival: -1.4; LMP1 NFkB inh: -2; TRAIL sens C8: 2; NR2E3 ag-1: -21; Peg3 promoter: 1; NR2E3 ag-2: -5; KKLEB cytotox: 13; HIF-2a inh: 8; CF NFkB block: -12; TRPM1 prom inh: 1

Results for CCOCCn1c(CN2CCN(C)CC2)nc2c1c(=O)n(C)c(=O)n2C ?
Shn3 inh set2: -16; hiPSC survival: 1.4; LMP1 NFkB inh: -1; TRAIL sens C8: 3; NR2E3 ag-1: 2; Peg3 promoter: 10; NR2E3 ag-2: 5; KKLEB cytotox: -8; HIF-2a inh: 3; CF NFkB block: 1

Results for COc1ccc(C(CNC(=O)COc2ccccc2C)N2CCOCC2)cc1 (stereo unspecified) ?
Shn3 inh set2: 10; hiPSC survival: -0.4; LMP1 NFkB inh: 1; TRAIL sens C8: -11; NR2E3 ag-1: -20; Peg3 promoter: 3; NR2E3 ag-2: -6; KKLEB cytotox: -6; HIF-2a inh: 3; CF NFkB block: 6; TRPM1 prom inh: 3

How did CCCCCN=CC1=C(O)CC(c2ccccc2)CC1=O (stereo unspecified) do in these assays?
Shn3 inh set2: 15; hiPSC survival: -0.5; LMP1 NFkB inh: -1; TRAIL sens C8: 19; NR2E3 ag-1: -14; Peg3 promoter: 2; NR2E3 ag-2: 3; KKLEB cytotox: -2; HIF-2a inh: 8; CF NFkB block: 6; TRPM1 prom inh: 14

How did CCCCCCSc1nsc(NC(C)=O)n1 do in these assays?
Shn3 inh set2: -64; hiPSC survival: -0.7; LMP1 NFkB inh: -28; TRAIL sens C8: -6; NR2E3 ag-1: -108; Peg3 promoter: -198; NR2E3 ag-2: 2; KKLEB cytotox: 0; HIF-2a inh: -241; CF NFkB block: 6; TRPM1 prom inh: -65

What do the screens show for `CCn1c(=O)cc(OCC(=O)Nc2ccc(OC)c(OC)c2)c2ccccc21`?
Shn3 inh set2: -15; hiPSC survival: 1.1; LMP1 NFkB inh: 7; TRAIL sens C8: -15; NR2E3 ag-1: -14; Peg3 promoter: -9; NR2E3 ag-2: 0; KKLEB cytotox: 10; HIF-2a inh: 3; CF NFkB block: -18; TRPM1 prom inh: -13

What do the screens show for `COc1ccc(C(=O)Nc2ccc(-c3cn4ccsc4n3)cc2)cc1S(=O)(=O)N1CCOCC1`?
Shn3 inh set2: -19; hiPSC survival: 2.2; LMP1 NFkB inh: -42; TRAIL sens C8: 13; NR2E3 ag-1: 0; Peg3 promoter: 17; NR2E3 ag-2: 1; KKLEB cytotox: -8; HIF-2a inh: 18; CF NFkB block: 8; TRPM1 prom inh: 56

Results for O=C(CSc1nccn(-c2ccc(F)c(F)c2)c1=O)NC1CCCC1 ?
Shn3 inh set2: 14; hiPSC survival: -0.1; LMP1 NFkB inh: -5; TRAIL sens C8: -11; NR2E3 ag-1: -9; Peg3 promoter: -1; KKLEB cytotox: 8; HIF-2a inh: -35; CF NFkB block: 2; TRPM1 prom inh: -4

What do the screens show for `COC(=O)C1=C(C)N(C)C(=O)NC1c1c(O)ccc2ccccc12` (stereo unspecified)?
Shn3 inh set2: 3; hiPSC survival: 0.0; LMP1 NFkB inh: 13; TRAIL sens C8: 10; NR2E3 ag-1: -8; Peg3 promoter: 10; NR2E3 ag-2: 3; KKLEB cytotox: 9; HIF-2a inh: 16; CF NFkB block: 8; TRPM1 prom inh: 2

Results for Clc1cccc(Cl)c1CN1CCN(c2ncccn2)CC1 ?
Shn3 inh set2: 22; hiPSC survival: -0.1; LMP1 NFkB inh: 1; TRAIL sens C8: -1; NR2E3 ag-1: -2; Peg3 promoter: -15; KKLEB cytotox: -14; HIF-2a inh: -20; CF NFkB block: 16; TRPM1 prom inh: 0

How did CC1CCCCN1C(=S)NC(=O)c1ccccc1 (stereo unspecified) do in these assays?
Shn3 inh set2: 4; hiPSC survival: -3.2; LMP1 NFkB inh: -14; TRAIL sens C8: 4; NR2E3 ag-1: 5; Peg3 promoter: 4; NR2E3 ag-2: 4; KKLEB cytotox: 12; HIF-2a inh: -2; CF NFkB block: -2; TRPM1 prom inh: -3

Results for COCC(=O)Nc1ccc(F)cc1 ?
Shn3 inh set2: 3; hiPSC survival: -2.3; LMP1 NFkB inh: -7; TRAIL sens C8: -6; NR2E3 ag-1: 6; Peg3 promoter: 9; NR2E3 ag-2: -1; KKLEB cytotox: -2; HIF-2a inh: 7; CF NFkB block: 10; TRPM1 prom inh: 5

How did CSc1nc2ccc(Nc3nc(N4CCOCC4)nc(N4CCOCC4)n3)cc2s1 do in these assays?
Shn3 inh set2: 11; hiPSC survival: -1.3; LMP1 NFkB inh: -8; TRAIL sens C8: 23; NR2E3 ag-1: -17; Peg3 promoter: 26; NR2E3 ag-2: 1; KKLEB cytotox: -4; HIF-2a inh: 24; CF NFkB block: 4; TRPM1 prom inh: -32

How did COc1cc(NC(=O)c2ccccc2[N+](=O)[O-])ccc1NC(=O)c1cc2ccccc2o1 do in these assays?
Shn3 inh set2: 52; hiPSC survival: 0.3; LMP1 NFkB inh: 8; TRAIL sens C8: -2; NR2E3 ag-1: -8; Peg3 promoter: -15; NR2E3 ag-2: 5; KKLEB cytotox: 3; HIF-2a inh: -61; CF NFkB block: 7; TRPM1 prom inh: 3

Results for CC1=CC(c2ccc(Cl)cc2)n2ncnc2N1 (stereo unspecified) ?
Shn3 inh set2: -35; hiPSC survival: 4.0; LMP1 NFkB inh: -1; TRAIL sens C8: -1; NR2E3 ag-1: -16; Peg3 promoter: -17; NR2E3 ag-2: 0; KKLEB cytotox: -10; HIF-2a inh: 1; CF NFkB block: 10; TRPM1 prom inh: -21

How did CN1CCN(C(=O)c2cc([N+](=O)[O-])cc([N+](=O)[O-])c2)CC1 do in these assays?
Shn3 inh set2: -20; hiPSC survival: -0.6; LMP1 NFkB inh: 11; TRAIL sens C8: -3; NR2E3 ag-1: -2; Peg3 promoter: 10; NR2E3 ag-2: 2; KKLEB cytotox: 6; HIF-2a inh: 16; CF NFkB block: -4

How did O=C(CC(=O)c1ccccc1)Nc1cccnc1Cl do in these assays?
Shn3 inh set2: -30; hiPSC survival: -1.3; LMP1 NFkB inh: -6; TRAIL sens C8: 0; NR2E3 ag-1: -39; Peg3 promoter: -198; NR2E3 ag-2: -1; KKLEB cytotox: 6; HIF-2a inh: -176; CF NFkB block: -7; TRPM1 prom inh: -62

How did COC(=O)c1c(NC(=O)COc2ncnc3ccccc23)sc(C)c1C do in these assays?
Shn3 inh set2: -2; hiPSC survival: -1.2; LMP1 NFkB inh: 3; TRAIL sens C8: -13; NR2E3 ag-1: 6; Peg3 promoter: 9; NR2E3 ag-2: -1; KKLEB cytotox: -10; HIF-2a inh: 13; CF NFkB block: 0; TRPM1 prom inh: 14

The closing two entries of the part before come first, to join the parts.
How did O=C(CC(=O)c1ccccc1)Nc1cccnc1Cl do in these assays?
Shn3 inh set2: -30; hiPSC survival: -1.3; LMP1 NFkB inh: -6; TRAIL sens C8: 0; NR2E3 ag-1: -39; Peg3 promoter: -198; NR2E3 ag-2: -1; KKLEB cytotox: 6; HIF-2a inh: -176; CF NFkB block: -7; TRPM1 prom inh: -62

How did COC(=O)c1c(NC(=O)COc2ncnc3ccccc23)sc(C)c1C do in these assays?
Shn3 inh set2: -2; hiPSC survival: -1.2; LMP1 NFkB inh: 3; TRAIL sens C8: -13; NR2E3 ag-1: 6; Peg3 promoter: 9; NR2E3 ag-2: -1; KKLEB cytotox: -10; HIF-2a inh: 13; CF NFkB block: 0; TRPM1 prom inh: 14

Results for CCS(=O)(=O)N1CCN(c2ccc([N+](=O)[O-])c(NC(C)c3ccccc3)c2)CC1 (stereo unspecified) ?
Shn3 inh set2: 21; hiPSC survival: -3.6; LMP1 NFkB inh: -1; TRAIL sens C8: 0; NR2E3 ag-1: -5; Peg3 promoter: 27; NR2E3 ag-2: 2; KKLEB cytotox: -11; HIF-2a inh: 27; CF NFkB block: 22; TRPM1 prom inh: 6

Results for CCCc1ccc(OCc2ccc(C(=O)O)o2)c(OC)c1 ?
Shn3 inh set2: -3; hiPSC survival: 0.8; LMP1 NFkB inh: -9; TRAIL sens C8: -2; NR2E3 ag-1: -171; Peg3 promoter: -71; NR2E3 ag-2: 2; KKLEB cytotox: -5; HIF-2a inh: -6; CF NFkB block: -4; TRPM1 prom inh: 10

How did CCCCN(CC)CCNC(=O)c1cc2c(=O)[nH]c3ccc(C)cc3c2s1 do in these assays?
Shn3 inh set2: 23; hiPSC survival: -0.8; LMP1 NFkB inh: 1; TRAIL sens C8: -10; NR2E3 ag-1: -3; Peg3 promoter: 46; NR2E3 ag-2: -2; KKLEB cytotox: -9; HIF-2a inh: -22; CF NFkB block: -2; TRPM1 prom inh: -10

Results for O=C(OCC(=O)N1CCOCC1)c1cncc(Br)c1 ?
Shn3 inh set2: -16; hiPSC survival: -0.8; LMP1 NFkB inh: 7; TRAIL sens C8: -5; NR2E3 ag-1: -7; Peg3 promoter: 5; KKLEB cytotox: 12; HIF-2a inh: 1; CF NFkB block: -3

Results for CC(=O)c1cccc(NC(=O)C2CCCN2S(=O)(=O)c2cccc3nsnc23)c1 (stereo unspecified) ?
Shn3 inh set2: -12; hiPSC survival: 0.2; LMP1 NFkB inh: -4; TRAIL sens C8: 5; NR2E3 ag-1: -31; Peg3 promoter: 17; NR2E3 ag-2: 3; KKLEB cytotox: 3; HIF-2a inh: 21; CF NFkB block: -21

Grouped by structure, the compounds so far with a thiophene ring, fused or not
How did COC(=O)c1c(NC(=O)COc2ncnc3ccccc23)sc(C)c1C do in these assays?
Shn3 inh set2: -2; hiPSC survival: -1.2; LMP1 NFkB inh: 3; TRAIL sens C8: -13; NR2E3 ag-1: 6; Peg3 promoter: 9; NR2E3 ag-2: -1; KKLEB cytotox: -10; HIF-2a inh: 13; CF NFkB block: 0; TRPM1 prom inh: 14

How did CCCCN(CC)CCNC(=O)c1cc2c(=O)[nH]c3ccc(C)cc3c2s1 do in these assays?
Shn3 inh set2: 23; hiPSC survival: -0.8; LMP1 NFkB inh: 1; TRAIL sens C8: -10; NR2E3 ag-1: -3; Peg3 promoter: 46; NR2E3 ag-2: -2; KKLEB cytotox: -9; HIF-2a inh: -22; CF NFkB block: -2; TRPM1 prom inh: -10

Screening results from PubChem.
